Screens as filed in PubChem BioAssay.
NPY1 pot ag: potentiators or agonists of human neuropeptide Y receptor Y1 | 0.37% of 220,000 active | activation, % at 3.6 µM | P25929 | NPY-Y1 expressing cells, potentiator/agonist activation; in the data active = activation above about 33%, passing the limit was not always enough;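 note: cells stimulated with NPY at EC10 then isoproterenol at EC100; 0% = low agonist plus stimulus and 100% = saturating agonist plus stimulus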
p97 ATPase inh: inhibitors of human p97 ATPase; recombinant p97 ATPase, Kinase-Glo ATP luminescence, 3 h; inhibition, % at 8 µM; 0.42% of 220,000 active; AID 1481; in the data active = inhibition above about 15%;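 note: 0% = DMSO vehicle and 100% = wells lacking enzyme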
Target sequence (P55072 whole entry, looked up): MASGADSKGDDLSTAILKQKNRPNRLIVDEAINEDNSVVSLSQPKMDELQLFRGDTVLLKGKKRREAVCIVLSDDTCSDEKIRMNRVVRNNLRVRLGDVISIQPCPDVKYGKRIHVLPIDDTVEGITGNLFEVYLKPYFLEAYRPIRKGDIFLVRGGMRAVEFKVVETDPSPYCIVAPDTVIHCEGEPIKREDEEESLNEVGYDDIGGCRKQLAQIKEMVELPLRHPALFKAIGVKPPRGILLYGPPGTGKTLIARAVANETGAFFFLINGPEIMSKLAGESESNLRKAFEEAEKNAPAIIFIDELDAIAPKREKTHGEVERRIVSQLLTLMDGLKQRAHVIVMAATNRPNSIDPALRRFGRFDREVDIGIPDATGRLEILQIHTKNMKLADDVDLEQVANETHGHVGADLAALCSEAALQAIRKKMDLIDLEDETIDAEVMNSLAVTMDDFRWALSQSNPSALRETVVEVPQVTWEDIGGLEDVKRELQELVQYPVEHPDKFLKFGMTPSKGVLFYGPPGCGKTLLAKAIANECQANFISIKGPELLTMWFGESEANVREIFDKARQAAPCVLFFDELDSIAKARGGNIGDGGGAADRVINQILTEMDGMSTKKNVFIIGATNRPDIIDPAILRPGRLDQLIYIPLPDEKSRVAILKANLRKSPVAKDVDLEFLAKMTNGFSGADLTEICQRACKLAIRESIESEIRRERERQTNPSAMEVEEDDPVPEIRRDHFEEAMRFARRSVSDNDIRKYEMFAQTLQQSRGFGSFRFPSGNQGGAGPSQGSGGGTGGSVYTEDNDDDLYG
S1P4 ag: agonists of human S1P4 receptor; S1P4-expressing cell line, agonist reporter assay; activation, % at 4.98 µM; 0.35% of 220,000 active; in the data active = activation above about 11%;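 note: 0% = DMSO vehicle and 100% = reference agonist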
EP2 antag: blocks the human prostaglandin E2 receptor EP2; P43116; C6 glioma cells expressing human EP2, cAMP TR-FRET; cells stimulated with saturating PGE2; 0.52% of 260,000 active; inhibition, % at 25 µM;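 active = percent inhibition above 40 after rounding to a whole number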;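 note: rat C6 glioma host cells with rolipram phosphodiesterase inhibitor present; the protocol text gives 20 µM as final concentration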
eIF4E 4G PPI: inhibitors of eIF4E and eIF4G interaction in translation initiation. P63073+Q04637. TR-FRET eIF4E-eIF4GI(517-606) binding, 2 h. inhibition, % at 21.7 µM. 0.37% of 220,000 active;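 active = inhibition above about 30%, limit read from the data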;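 note: 0% = full FRET control wells and 100% = background wells lacking eIF4GI fragment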
S1P4 antagonist: human S1P4 receptor antagonism; 0.26% of 220,000 active; AID 1510; O95977; S1P4-expressing cells, antagonist mode, reporter read-out; inhibition, % at 4.98 µM; in the data active = inhibition above about 29%;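 note: 0% = wells stimulated with agonist and 100% = vehicle wells without agonist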
NPY-Y1 antag: blocks the human neuropeptide Y Y1 receptor; 1% of 200,000 active; P25929; AID 1040; inhibition, % at 3.6 µM; HEK293-CNG Y1 cells, membrane potential fluorescence; NPY at EC95, then isoproterenol;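 active = inhibition above the campaign mean inhibition of all tested compounds plus 3 SD, cut at about 20% in these data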;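 note: 0% = DMSO wells given NPY plus isoproterenol and 100% = isoproterenol alone without NPY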
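Test system – HEK293 Y1/CNG channel cell line · Also added – NPY agonist 25 nM, then isoproterenol 1 µM plus Ro 20-1724 25 µM · Compound dosing – one concentration, 3.6 µM, in 0.4% DMSO · Schedule – compound incubation 1 h at room temperature, readout 45 min post-stimulation · Technique – fluorescence, membrane potential probe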
NPY-Y2 PAM-ag: potentiators or agonists of human neuropeptide Y receptor Y2; activation, % at 3.6 µM; 0.45% of 220,000 active; cells expressing NPY-Y2, potentiator/agonist read-out; P49146; AID 1359; in the data active = activation above about 27%;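 note: cells stimulated with NPY near EC25 plus isoproterenol at EC100; 0% = vehicle plus submaximal agonist and 100% = vehicle plus saturating agonist; some results beyond the cut were filed as inactive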
EP2 modulator: EP2 receptor (human) modulation | EP2-expressing cells, cAMP HTRF FRET, PGE2 co-stimulation | induction, % at 25 µM | 0.83% of 260,000 active | AID 940;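 active = compounds whose cAMP rise, as percent of the full-agonist control response, exceeds 60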;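 note: rat C6 glioma line stably carrying human EP2 under a CMV promoter; the protocol text gives 20 µM as final concentration; 100% = response of wells given 1 µM PGE2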
* hit, by the source's call; . = not tested or not shown; & = joins results of further samples; [ ] = another dose, or the depositor's remark.

SMILES	NPY1 pot ag	p97 ATPase inh	S1P4 ag	EP2 antag	eIF4E 4G PPI	S1P4 antagonist	NPY-Y1 antag	NPY-Y2 PAM-ag	EP2 modulator
Cc1nc(SCC(=O)Nc2ccc(C)c(F)c2)c2oc3ccccc3c2n1	-9	2	0.4	16	-38[fluorescence artefact?]	-3	8	22	-4
COc1ccc(C2CC(=O)c3c(C)nc(N4CCN(c5ccccc5)CC4)nc3C2)cc1 (stereo not given)	12	0	1.6	5	-22[fluorescence artefact?]	-16	1	12	7
COC(=O)c1ccccc1N(C)S(=O)(=O)c1cc2c(cc1C)OCC(=O)N2	7	8	-0.1	8	2	-7	1	5	-82
Cc1ccc(C(=O)c2c[nH]c(C(=O)NCCCN3CCOCC3)c2)cc1	-5	1	-0.4	8	4[fluorescence artefact?]	-5	-4	7	4
Cc1onc(-c2c(Cl)cccc2Cl)c1C(=O)NC(=S)Nc1sc2c(c1C(N)=O)CCC(C)C2 (stereo not given)	13	4	-0.5	7	2	-22	4	4	12
CCOP(=O)(OCC)c1nc(-c2ccc(Cl)cc2)oc1NCc1ccccc1	9	-2	1.2	4	-3	8	2	-2	78*
CCOC(=O)COc1ccccc1C1Nc2ccccc2C(=O)N1c1cccc(Cl)c1 (stereo not given)	-3	-7	0.7	26	-2	-19	-8	-13	26
CCOC(=O)C1=C(c2ccccc2)N=C2SCC(=O)N2C1c1ccc(O)c(OC)c1 (stereo not given)	8	-4	0.7	11	4	16	5	-7	-2
O=C(O)c1ccc2c(c1)C(=O)N(N1C(=O)c3ccccc3C1=O)C2=O	0	7	-1.0	10	-1	-18	8	3	10
COc1cc(C(=O)OCC(=O)c2c[nH]c3ccccc23)ccc1OCC(=O)N1CCOCC1	9	6	-0.8	12	-40[fluorescence artefact?]	1	-1	5	-15
O=C(c1ccccc1)n1nc(-c2ccccc2)nc1NCc1ccco1	-20	0	-0.6	.	-2	-10	9	-8	58
O=C(Nc1nnc(-c2ccc(Cl)cc2)o1)C1=COCCO1	-9	-6	-0.7	6	-4	-15	12	-5	14
COc1ccc(/C=C(\C#N)c2n[nH]c(Cn3cncn3)n2)cc1	-9	-4	-0.5	15	-2	-5	1	-12	5
C/C(=N\NC(=O)COc1ccc(C)cc1Br)c1cc([N+](=O)[O-])cs1	20	5	2.1	10	12	12	1	4	-14
c1ccc(SCCOCCN2CCc3ccccc3C2)cc1	-20	-2	2.0	7	15	-4	1	-14	1
CCCCn1c(=O)c2c(O)cc(=O)oc2c2ccccc21	1	-1	0.0	.	-8[fluorescence artefact?]	13	0	-7	30
Cc1cc(C)c(C(N)=O)c(Cl)n1	-9	-2	-1.3	2	-1	-7	2	-2	7
O=c1c2ccc([N+](=O)[O-])cc2ncn1CCOc1ccc(Cl)cc1	-18	0	2.6	0	5	4	0	-9	-18
O=S(=O)(NC1CCCCC1)c1ccc(Cl)s1	-20	-1	-3.5	9	0	5	3	17	-12
CCOC(=O)c1c(C)[nH]c(C2=NNC(=NC3CC3)SC2)c1C	11	2	2.4	7	-2	-12	5	7	-2
COc1ccc(NC(=O)CCN2CCN(S(=O)(=O)c3cc(Cl)ccc3Cl)CC2)cc1	-17	-8	0.8	19	10	2	5	-11	-17
Cn1c(=O)oc2cc(S(=O)(=O)NCCC(=O)NCCc3ccc(Cl)cc3)ccc21	1	2	1.5	10	0	-7	6	14	-14
Cc1ccc(C)c(C(=O)CN2Cc3ccccc3C2=O)c1	-7	1	0.2	6	1	-7	.	3	42
Cc1nnc(SCC(=O)NCc2ccco2)n1-c1ccc(F)cc1	-13	-6	1.5	7&3	1[fluorescence artefact?]	-5	1	-12	25&10

Four compounds from above, reduced to NPY1 pot ag, S1P4 ag and EP2 antag:
| mol | NPY1 pot ag | S1P4 ag | EP2 antag |
| --- | --- | --- | --- |
| CCCCn1c(=O)c2c(O)cc(=O)oc2c2ccccc21 | 1 | 0.0 | . |
| Cc1cc(C)c(C(N)=O)c(Cl)n1 | -9 | -1.3 | 2 |
| O=c1c2ccc([N+](=O)[O-])cc2ncn1CCOc1ccc(Cl)cc1 | -18 | 2.6 | 0 |
| O=S(=O)(NC1CCCCC1)c1ccc(Cl)s1 | -20 | -3.5 | 9 |

Additional compounds:
SMILES	NPY1 pot ag	p97 ATPase inh	S1P4 ag	EP2 antag	eIF4E 4G PPI	S1P4 antagonist	NPY-Y1 antag	NPY-Y2 PAM-ag	EP2 modulator
Cc1ccccc1Nc1scc(-c2ccc(Cl)cc2)[n+]1-c1ccccc1C	-6	-6	1.4	4	1	-15	36*	-4	34
CC(C)[C@H](NC(=O)c1ccccc1)C(=O)OCC(=O)NCCC1=CCCCC1	13	2	1.0	10	-4[fluorescence artefact?]	-15	6	-2	11
Cc1ccc(S(=O)(=O)N(C)C)cc1NC(=S)NC(=O)C12CC3CC(CC(C3)C1)C2	3	1	1.2	12	3	-3	-2	3	-15
Cc1ccc(C)c(NC(=O)C(C)CC2COCCO2)c1 (stereo not given)	-7	1	1.4	13	3	-2	1	-18	-3
COC(=O)[C@H](Cc1ccccc1)NC(=O)Nc1ccc(C)cc1	-21	1	2.2	9	0	5	2	4	-1
COc1ccc(NC(=S)N2CCCC(CO)C2)c(OC)c1 (stereo not given)	12	2	-0.1	3	22	-14	0	3	11
N#C/C(=C\c1ccccc1C(F)(F)F)C(=O)Nc1ccccc1F	14	3	0.5	7	17	3	2	6	43
CCOc1ccccc1NC(=O)Cn1c(-c2ccc(Cl)cc2)noc1=O	12	-1	0.1	2	-11	-13	.	3	-11
CCC(C(=O)OCC(=O)Nc1c(C)n(C)n(-c2ccccc2)c1=O)c1ccccc1 (stereo not given)	-6	-6	0.9	5	-5	-21	-1	-2	11
Nc1ccccc1C(=O)N1CCCC1	11	3	0.8	6	0	-8	1	-10	15
CCCCN(C(=O)c1cc2ccccc2o1)c1c(N)n(CCC)c(=O)[nH]c1=O	11	-1	-0.1	10	2	4	-3	7	13
COc1ccc(OC)c(N/C(C)=C/C(=O)c2ccc(C)o2)c1	-7	-2	1.9	7	-7	5	2	-1	29
COc1ccc(C(=O)/C=C/C(=O)N(Cc2ccc3c(c2)OCO3)C(C(=O)NC2CCCCC2)c2ccncc2)c(O)c1 (stereo not given)	-40	3	-0.6	12	-2	0	5	-5	43
COc1cc2c(cc1NC(=O)CC1SC(N3CCCC3)=NC1=O)oc1ccccc12 (stereo not given)	13	6	0.1	12	-5[fluorescence artefact?]	-5	-8	12	-11
Cc1ccc(C)c2nc(Cl)c(C3NC(=O)c4ccccc4N3)cc12 (stereo not given)	-16	8	-2.3	10	1	3	10	-25	13
C/C=C/C(=O)OCC(=O)Nc1cc(OC)c([N+](=O)[O-])cc1C	3	2	2.0	6	1	-11	-1	8	23
CN/S(=N/S(=O)(=O)c1ccccc1)c1ccc(C)cc1 (stereo not given)	23	7	0.2	13	-15[fluorescence artefact?]	-15	-1	4	22
CCOc1cc(CNc2ccc(N(C)C)cc2)cc(Br)c1OCC(=O)NC(C)(C)C	2	-5	-0.5	13	9	-7	0	10	23
O=C(Cc1cccc2ccccc12)OCn1nnc2ccccc2c1=O	-16	2	0.3	8	0	-9	3	3	-7
N=c1n(CC(=O)c2cccs2)c2ccccc2n1Cc1ccccc1	14	12	-2.9	12	3	19	.	-2	-33
COc1ccc2[nH]cc(CCNS(=O)(=O)c3ccc(NC(C)=O)cc3)c2c1	2	6	0.3	4	-1	3	-6	3	-19
CSC(=NC#N)N1CCN(c2cccc(Cl)c2)CC1	8	-1	-2.4	3	-6	5	1	2	7
CC(C)c1ccc(NC(=O)CSc2n[nH]c(=O)n2Cc2ccco2)cc1	13	-2	2.0	15	-2	-7	.	13	-22
COc1ccc(C(=O)NCC(=O)N/N=C/c2cn[nH]c2-c2ccccc2)cc1	-21	-2	1.1	3	2	-4	-1	1	-37
Cc1cnc(C)c(N2CCN(Cc3cn(C)nc3-c3cccc(Cl)c3)CC2)n1	-6	-1	1.9	4	-4	5	-1	-3	-3
CCCN(CCC)S(=O)(=O)c1ccc(C(=O)NCc2n[nH]c(=S)n2-c2ccc(Cl)c(Cl)c2)cc1	19	2	1.7	-1	1	4	-7	3	14
c1ccc(CCNc2nc(-c3ccncc3)nc3ccccc23)cc1	13	4	-0.1	46*	-9	-1	.	5	-29
CCOc1ccc(S(=O)(=O)Nc2ccccc2SC)c2cccnc12	5	1	3.8	5	1	-7	9	0	-10
C1CCC(Nc2nc3nonc3nc2N2CCSCC2)C1	8	2	-1.1	6	3	-24	4	-8	11
COc1ccccc1-n1c(SCC(=O)Nc2ccccc2C)nc(O)cc1=O	20	-1	0.7	9	0	-11	3	-19	16
O=C(NCCN1CCOCC1)c1cc2sccc2n1Cc1ccc(F)cc1	-4	-5	-0.1	4	-2	-21	-2	-1	7
COc1ccc(/C=C/C(=O)C2CC2)cc1COc1cccc(C)c1C	-14	-4	-1.0	12	1	23	.	-27	50
O=C(CN1C(=O)C2C3c4ccccc4C(c4ccccc43)C2C1=O)Nc1cccc(C(=O)O)c1 (stereo not given)	8	1	1.3	8	5[fluorescence artefact?]	-6	-2	10	16
O=c1c2ccccc2ncn1-c1ccc2c(c1)OCCO2	28	3	0.2	8	-3	-2	2	-13	-6
Cc1oc(C(C)(C)C)cc1C(=O)NCC(=O)NCC(=O)O	11	-7	0.2	18	2	-21	-5	6	12
O=C(NCc1cccnc1)NC1CC(=O)N(c2ccc3c(c2)OCCO3)C1 (stereo not given)	15	6	0.6	6	-4	8	-5	8	26
COc1cc2c(cc1O)C(SC)=NC(C)(C)C2	1	1	-3.6	13	2	-20	-9	-1	22
C/C=C/c1ccc(OCCCN2C(=O)NC(C)(C)C2=O)c(OC)c1	8	3	0.5	9	4[fluorescence artefact?]	-20	3	5	19
Cc1oc(CC(C)C)cc1C(=O)Nc1cccc2ccccc12	-3	0	-0.8	7	5	4	14	-5	-51
Cc1ccc(-n2nnnc2SCC#N)cc1	-16	-1	0.3	0	-1	6	-1	-10	17
CCCCC(=O)c1c(C)cc(C)[nH]c1=O	0	-4	1.5	20	3	-16	-7	-7	33
CC(=O)Nc1cc(NC(C)=O)c(N=Nc2ccccc2)cc1C	4	0	2.9	10	-2	-5	.	-24	22
CN(C)CCCN1C(=O)C(=O)/C(=C(/O)c2ccc3c(c2)OCO3)C1c1ccccn1 (stereo not given)	13	2	2.7	.	.	-4	6	7	.
CC12COC3(C(=O)Nc4ccccc4F)CC1CCC32C (stereo not given)	-3	0	0.7	8	1	-25	1	-11	-13
O=C(Nc1cccc([N+](=O)[O-])c1)c1cnccn1	-1	0	-0.5	12	-1	7	3	0	-26
NC(=O)c1ccc(C(F)(F)F)n(Cc2ccccc2Cl)c1=O	-2	0	1.4	2	7	3	6	7	30
Cc1cc(=O)oc(C)c1C(=O)NCCc1ccccc1	1	-2	1.8	14	-1[fluorescence artefact?]	7	-3	1	40
CCCC(=O)N1c2ccc(-c3csc(N)n3)cc2CC1C (stereo not given)	15	-4	-1.0	19	-5	3	-7	-1	11
Cc1ccc(Nc2ncccc2C(N)=O)cc1[N+](=O)[O-]	11	0	1.4	4	16[fluorescence artefact?]	-27	-1	14	-25
CC(=O)C(=Cc1cc(C)n(-c2ccccc2)c1C)C(C)=O	5	0	0.2	10	-3	-7	0	-4	-30
CCOC(=O)c1c(NC(=O)COC(=O)c2c(C)noc2C)sc2c1CCC2	8	0	-0.4	13	-3	-4	-3	-3	43

This is a subset, so the mix of outcomes need not match the whole.
